From PubChem BioAssay
T cell modulator = T cell immune modulation candidate. calls only at 7 µM. hit rate 0.068% among 330,000. 2C CD8+ T cell-vesicle binding, flow cytometry; active compounds read low;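 active = response, share of CD8 T cells binding vesicles, and their 90th percentile fluorescence all below set limits, cut at about 80% in these data, passing the limit was not always enough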
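Assay system – 2C mouse CD8+ T cells · Also added – QL9-loaded Drosophila micro-vesicles · Timing – Cell–vesicle co-incubation 1.5 h at 37 °C, staining 20 min on ice · Signal – flow cytometry of vesicle-bound cells · Measure – percent CD8+ FL2 mean versus row control · Controls – Peptide-free naked vesicles (low) and QL9 vesicles with 0.7% DMSO vehicle (high)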
Myeloid diff MLP = myeloid differentiation induction. ER-HoxA9 myeloid progenitors, lysozyme-GFP differentiation, flow cytometry. calls only at 10 µM. hit rate 1% among 360,000;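 active = normalized GFP-positive differentiation at or above the plate's own cutoff, the solvent-only control mean plus 3 SD; inconclusive = no clear call, values can overlap the other calls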;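 note: cells exposed to compound for four days before flow analysis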
Rac1 GTP hydrolysis = MgcRacGAP GTPase-activating activity inhibitors, confirmation, biochemical, ADP Hunter fluorescence; MgcRacGAP-stimulated Rac1 GTP hydrolysis, ADP Hunter fluorescence; higher % means a stronger effect; GST-tagged Rac1 F28L mutant substrate; inhibition, % at 30 µM; hits with a dose series show IC50 in µM; hit rate 0.6% among 340,000; AID 624330;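 active = first-screen hits whose inhibition reached a set limit at any dose in the follow-up dose series; inconclusive = inhibition above the set first-screen limit but never retested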;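 note: fluorescence reports GDP produced by GAP-driven GTP hydrolysis; strong numbers were not always called active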
Large T inhibition = SV40 large T antigen inhibitors, biochemical (AID 1903); SV40 large T antigen ATPase/helicase inhibition assay; higher % means a stronger effect; one-dose inhibition, % at 20 µM; IC50 in µM for titrated hits; hit rate 0.39% among 310,000; in the data active = a potency from the dose series; inconclusive = inhibition mostly from about 32% at the one dose, without a potency; inactive = the rest, 99 in 100 with inhibition below about 32%; note: strong numbers were not always called active
Salmonella PhoP GFP = inhibitors of PhoP regulon expression, primary screen, Salmonella Typhimurium, GFP reporter (AID 1863); S. Typhimurium PhoP-regulated promoter GFP reporter, 4 h; higher % means a stronger effect; inhibition, % at 50 µM; hits with a dose series show IC50 in µM; hit rate 0.16% among 300,000;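 active = inhibition over 29.93%, a cutoff 3 SD above the screen mean, later confirmed by dose response; inconclusive = inhibition over 29.93% but no dose response follow-up; inactive = inhibition at most 29.93% or unconfirmed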;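 note: 0% = low Mg2+ inducing control and 100% = high Mg2+ repressing control; strong numbers were not always called active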
TNAP activation fold = stimulation of alkaline phosphatase TNAP activity – biochemical, luminescent, no phosphate acceptor, uHTS, primary screen (AID 1001) | purified TNAP, luminescent activation assay, no phosphate acceptor; higher activation fold means a stronger effect | one-dose activation fold at 20 µM; EC50 in µM for titrated hits | hit rate 0.03% among 200,000; in the data active = activation fold from about 3, or a potency from the dose series; inactive = the rest, 99 in 100 with activation fold below about 1.6; note: many of its hits are not listed in these tables
K1F lysis inhibition = inhibition of K1F phage lysis, E. coli UTI89, bacterial capsule biogenesis inhibitors, alamar blue (AID 488966); inhibition, % at 100 µM, or IC50 in µM where a hit was titrated; hit rate 0.02% among 340,000; E. coli UTI89 K1F phage lysis, alamar blue, 2 h; higher % means a stronger effect;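 active = phage lysis inhibition, versus mean bacterial control, above a set limit; inconclusive = no clear call, values can overlap the other calls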;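 note: capsule biogenesis inhibitors block K1F phage lysis so surviving cells raise fluorescence; higher fluorescence means more inhibition of phage lysis; actives were called in the ten point dose series up to 300 µM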
RSV antiviral HEp-2 = inhibition of RSV-induced cytopathic effect – HEp-2 cells, primary 10 µM value included (AID 2391); HEp-2 cells, RSV-induced CPE inhibition; higher % means a stronger effect; hit rate 0.13% among 310,000; CPE inhibition, % at 10 µM; hits with a dose series show IC50 in µM; in the data active = a potency from the dose series; inconclusive = CPE inhibition mostly from about 23% at the one dose, without a potency; inactive = the rest, 99 in 100 with CPE inhibition below about 21%; note: strong numbers were not always called active
NTR1 agonist = NTR1-driven beta-arrestin-GFP spot formation – imaging, U2OS cells, high content, primary screen (AID 493036); agonist mode; activation, % at 20 µM; hit rate 0.17% among 330,000;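 active = activation at or above 40% of the spot to cytoplasm intensity ratio, with at least 20 cells analyzed; inconclusive = wells under 20 cells, flagged as cytotoxic or low count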;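 note: 0% = DMSO without peptide and 100% = 100 nM NTR1 peptide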
Target sequence (P30989 whole entry, looked up): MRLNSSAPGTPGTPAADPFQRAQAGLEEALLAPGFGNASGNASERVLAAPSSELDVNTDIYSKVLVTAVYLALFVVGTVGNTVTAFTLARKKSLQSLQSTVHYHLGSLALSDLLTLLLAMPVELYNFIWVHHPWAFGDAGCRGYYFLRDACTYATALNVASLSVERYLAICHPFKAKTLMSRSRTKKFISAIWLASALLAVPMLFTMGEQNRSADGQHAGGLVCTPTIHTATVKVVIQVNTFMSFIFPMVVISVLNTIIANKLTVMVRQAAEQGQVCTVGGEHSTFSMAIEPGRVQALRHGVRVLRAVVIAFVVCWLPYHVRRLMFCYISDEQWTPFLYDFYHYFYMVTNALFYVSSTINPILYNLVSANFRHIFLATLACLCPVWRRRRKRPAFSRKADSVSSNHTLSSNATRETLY
T cell modulator vesicle-bound % = second read-out of T cell modulator, no call of its own (marks repeat the call); double positive events, %; measured here: CD8+ vesicle-bound cell fraction;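 binding gate set so that unloaded-vesicle control wells show 10% double positive cells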
NTR1 agonist cell count 20 µM = further read-out of NTR1 agonist, marked with its call; cell count; measured here: cell count, cytotoxicity flag
Myeloid diff MLP GFP+ MAC1+ % = recorded beside Myeloid diff MLP, whose call it bears; GFP+ MAC1+ double positive, %; measured here: differentiation confirmed by MAC1 staining
Numbers without * were called inactive; i = inactive; u = inconclusive; x = not tested or not shown; [ ] = dose if it differs, or a comment.

Order of values: RSV antiviral HEp-2	Large T inhibition	NTR1 agonist cell count 20 µM	NTR1 agonist	Myeloid diff MLP	TNAP activation fold	Myeloid diff MLP GFP+ MAC1+ %	Rac1 GTP hydrolysis	K1F lysis inhibition	T cell modulator	T cell modulator vesicle-bound %	Salmonella PhoP GFP
1: Cn1c(=O)oc2cc(S(=O)(=O)N3CCN(c4ccccn4)CC3)ccc21
    0.8%	17%	65	2.1	i	1.1	1.6	1%	2.8%	i	37	-2%
2: CCOC(=O)c1cccc(NC(=O)CSc2nnc(COc3ccccc3C)o2)c1
    1.2%	3%	48	3.3	i	1.1	16	5%	-0.2%	i	10	7%
3: Cc1cc(C)c(S(=O)(=O)N(C)CC(=O)NC2CCCC2)c(C)c1
    0.0%	-4%	36	-0.9	i	1.1	4.0	1%	2.5%	i	17	-9%
4: Cc1ccc(-c2nnc(Cc3ccc([N+](=O)[O-])cc3)o2)cc1
    8.2%	-1%	68	1.7	i	1	0.4	7%	0.2%	i	50	-10%
5: Cc1cc(C(=O)CCl)c(C)n1CCc1ccc(Cl)cc1
    19%	9%	28	6.2	i	1.1	0.0	21%	0.1%	i	29	-4%
6: COc1ccc(-n2c(-c3ccc(Cl)cc3Cl)n[nH]c2=S)c(OC)c1
    1.5%	8%	55	0.3	i	x	0.5	-10%	-1.5%	i	55	3%
7: CC1CCN(c2nc3c(c(=O)[nH]c(=O)n3C)n2CC(C)CSc2nnnn2-c2ccccc2)CC1 (stereo not given)
    20%	4%	62	6.6	i	1.2	0.8	3%	-0.8%[50 µM]	i	49	4%
8: Cc1cccn2c(=O)c(/C=C(\C#N)S(=O)(=O)c3ccccc3)c(N3CCCCC3)nc12
    4.0%	12%	62	5.5	i	x	0.7	x	x	i	49	-8%
9: O=C(NCc1ccccc1F)c1ccc(S(=O)(=O)NCc2ccco2)cc1
    x	x	49	0.6	i	x	0.9	5%	1.1%[50 µM]	x	x	x
10: Cn1c(SCC(=O)NCCc2ccccc2)nnc1-c1ccco1
    -1.6%	15%	97	-1.0	i	1.1	0.9	8%	0.0%	i	8	6%
11: O=C1C=C(c2cccc(Cl)c2)C[C@@H](c2ccc(Cl)cc2)C1
    3.1%	x	54	0.7	i	x	1.1	1%	-0.6%	i	28	x
12: O=C(Nc1cc(NC(=O)c2ccccc2F)ccc1Cl)c1ccccc1
    0.4%	15%	79	-0.6	i	x	1.2	1%	0.2%	i	24	x
13: COC(=O)[C@H](Cc1ccccc1)N(Cc1ccccc1)S(=O)(=O)N(Cc1ccccc1)[C@@H](Cc1ccccc1)C(=O)OC
    x	x	56	-1.4	i	x	1.5	9%	3.4%	i	54	x
14: Cc1nc2nc3c(c(=O)n2[nH]1)CCCC3
    1.0%	3%	36	-0.1	i	1.1	0.5	13%	14%	i	50	-13%
15: COc1ccc(Cc2nnc(NC(=O)c3ccccc3F)s2)cc1OC
    9.9%	18%	46	0.4	i	x	0.6	11%	1.1%	i	62	-13%
16: CC(C)(C)NC(=O)c1cc(NC(=O)c2ccco2)cc(NC(=O)c2ccco2)c1
    2.0%	6%	47	1.8	i	1.2	1.6	7%	4.0%	i	10	-1%
17: C#CCSc1nsc(SCC#C)c1C#N
    -0.9%	x	70	0.4	i	1	3.4	10%	2.6%	i	21	7%
18: O=C(CSc1nnc2ccccn12)N1CCOCC1
    1.0%	-1%	59	2.3	i	1	6.0	8%	12%	i	48	-2%
19: Cc1ccc(CNS(=O)(=O)c2c(C(=O)N3CCCCC3)c(C)n(C)c2C)o1
    0.5%	4%	48	0.2	i	x	1.0	13%	0.0%	i	12	-3%
20: CCN1C(=O)C(CC(=O)Nc2ccc(OC)cc2)N(Cc2ccc(OC)c(OC)c2)C1=S (stereo not given)
    0.2%	13%	49	-0.4	i	x	0.2	x	x	i	16	-7%
21: CC(C)NC(=O)C12CC3CC(C1)CC(C(=O)NC(C)C)(C3)C2
    3.2%	-4%	99	0.1	i	1.1	0.2	9%	0.2%	i	67	10%
22: CCCNC(=O)N1CCC(c2ccc3c(c2)OCO3)CC1
    1.4%	3%	73	-1.0	i	x	0.4	9%	0.9%	i	13	3%
23: O=c1[nH][nH]c(-c2ccccc2)c1C=Nc1cccc(Cl)c1
    0.1%	12%	30	-2.1	i	2.3	1.4	7%	0.6%	i	11	4%
24: C/C(=N\NC(=O)c1ccc(-c2ccccc2)cc1)c1ccco1
    1.3%	5%	46	0.9	i	x	0.9	8%	0.1%	i	19	0%
25: COc1cccc(C(=O)NCCN2CCN(c3ccccc3)CC2)c1
    0.3%	4%	62	-1.1	i	x	0.4	7%	-1.3%	i	8	5%
26: Cc1ccccc1C(=O)NCC(=O)OCCCOC(=O)CNC(=O)c1ccccc1C
    -0.5%	5%	66	-0.2	i	x	0.5	7%	0.6%[50 µM]	i	34	1%
27: O=C(NC1CC(=O)c2sccc21)c1cccc(C(F)(F)F)c1 (stereo not given)
    0.2%	7%	56	1.0	i	1.1	1.3	3%	0.4%	i	55	-5%
28: CCCCn1c(N)c(N(CCOC)C(=O)CSc2ccc([N+](=O)[O-])cc2)c(=O)[nH]c1=O
    1.6%	x	49	3.0	i	x	0.7	9%	0.1%[50 µM]	i	26	x
29: CC(=O)c1cccc(NC(=O)N2CCOCC2)c1
    -0.1%	1%	66	0.4	i	x	1.0	6%	0.1%	i	59	7%
30: CC(C)(C)NS(=O)(=O)c1ccc2c(c1)oc(=O)c1cc(S(=O)(=O)NC(C)(C)C)ccc12
    1.2%	3%	50	2.3	i	1.1	5.8	9%	4.6%	i	34	-2%
31: CC1Cc2ccccc2N1C(=O)CSc1nc(-c2ccccc2)cs1 (stereo not given)
    12%	4%	93	6.9	i	1.1	1.2	0%	0.0%	i	34	8%
32: O=C(COC(=O)c1cccc(S(=O)(=O)NCc2ccccc2)c1)c1ccc2c(c1)OCCO2
    11%	7%	88	0.4	i	1.1	0.5	-14%	0.1%	i	53	0%
33: Cc1ccc(CN(Cc2cc3cc(C)ccc3[nH]c2=O)C(=O)N2CCOCC2)cc1
    1.6%	6%	86	-2.5	i	1.1	0.7	3%	0.1%	i	22	1%
34: Cn1nnnc1SCC(=O)Nc1ccccc1C(=O)NC1CC1
    2.5%	-12%	38	-0.9	i	1.3	0.7	11%	-0.3%	i	47	2%
35: COc1cccc(NC(=O)CCc2nnc3ccc(N4CCC(C)CC4)nn23)c1
    1.9%	10%	56	-0.1	i	x	3.6	15%	-0.1%	i	16	-1%
36: COc1cccc(CC(=O)N2CCN(S(=O)(=O)c3ccc(Br)cc3)CC2)c1
    -0.3%	30%	63	0.5	i	x	1.2	1%	-0.1%[50 µM]	i	56	-4%
37: O=C(COc1ccccc1[N+](=O)[O-])NNC(=O)Nc1cccc2ccccc12
    -0.8%	5%	92	-1.2	i	1.8	0.5	5%	0.4%	i	58	-4%
38: CCCCCCCCOC(=O)c1c(CSC(=N)N)n(C)c2cc(Br)c(OC(C)=O)cc12
    u	-5%	21	15	i	x	0.2	x	x	i	10	-6%
39: Cc1ccc(CNC(=O)CCCn2nc(C)n3ccnc3c2=O)cc1
    1.4%	3%	62	-0.9	i	x	2.0	-4%	-0.7%	i	30	x
40: O=C(CCN1C(=O)C2CCCCC2C1=O)Nc1nc2ccc(F)cc2s1 (stereo not given)
    0.4%	x	77	-1.2	i	x	1.4	5%	1.3%[50 µM]	i	40	x
41: N#C/C(=C/c1ccc(N2CCOCC2)o1)C(=O)N1CCOCC1
    2.7%	4%	41	-0.4	i	0.7	0.4	5%	2.5%	i	47	16%
42: COCCN(Cc1ccccc1)C(=O)c1ccc(C(=O)c2ccccc2)cc1
    1.2%	x	46	1.5	i	x	0.5	3%	1.6%[50 µM]	i	20	x
43: Cc1ccc2c(CC(=O)Nc3cccc(S(=O)(=O)N4CCOCC4)c3)coc2c1
    15%	18%	38	4.0	i	1.2	0.6	11%	0.3%	i	4	4%
44: CC(=O)NC1=NN(C(C)=O)C(C)(CCS(=O)(=O)c2ccc(Cl)c(Cl)c2)S1 (stereo not given)
    1.0%	18%	67	1.1	i	1.1	1.0	6%	1.5%[50 µM]	i	12	-7%
45: CCCCNC(=O)N1CCN(C/C=C/c2ccccc2)CC1
    -1.5%	2%	71	-1.4	i	1.1	0.4	7%	-0.1%	i	46	-2%
46: Cc1ccc(NC(=O)COc2cccc(C)c2C)cc1S(=O)(=O)N1CCCCCC1
    14%	14%	77	1.6	i	x	0.5	1%	1.0%[50 µM]	i	53	-10%
47: O=C(COC(=O)c1cc(Cl)ccc1Cl)NC1CCCC1
    0.2%	3%	54	-0.5	i	x	0.4	0%	0.3%	i	29	-2%
48: Cc1ccc(NC(=O)C2CCN(S(=O)(=O)c3ccc(F)cc3)CC2)cc1
    -1.2%	2%	83	1.6	i	1.1	0.7	3%	0.6%	i	45	-4%
